# Growth percent in the NCI-60 one-dose screen (48 h, 10 µM unless noted): 100 = growth as untreated, 0 = no growth, -100 = all killed.
# ACHN: ACHN renal cancer | 4.9% of 81,000 active | AID 1794771
# SN12C: SN12C renal cancer cells; 3.8% of 81,000 active; AID 1794767
# RXF 393: RXF 393 renal cancer cells; 6.9% of 77,000 active; AID 1794773
# CAKI-1: CAKI-1 renal cancer | 4.7% of 75,000 active | AID 1794772
# U251: U251 CNS tumor cells | AID 1794753 | 5.4% of 80,000 active
# UO-31: UO-31 renal cancer; 5.2% of 81,000 active
# TK-10: TK-10 renal cancer cells | 3.9% of 81,000 active | AID 1794769
# A498: A498 renal cancer cells; AID 1794774; 5.4% of 76,000 active
# 786-0: 786-0 renal cancer cells; 5.1% of 81,000 active
# Numbers without * were called inactive; . = no result given; & = joins results of further samples; [ ] = another dose, or the depositor's remark. How the source made its calls: active means growth percent below 10; inactive means the rest. Not a hit list; about 12% have a hit in one of these screens.
SMILES,ACHN,SN12C,RXF 393,CAKI-1,U251,UO-31,TK-10,A498,786-0
N#CC1=C(N)N2C(=S)N(c3ccccc3)C(=O)C2C1c1ccc(Cl)cc1 (stereo not drawn),99,83,101,93,93,80,89,91,103
CS(=O)(=O)Nc1cncc(-c2ccc3ncnc(Nc4ccc(F)c(Cl)c4)c3c2)c1,32,34,25,45,8.8*,38,-2.2*,-7.3*,62
CCOC(=O)/C(F)=C/C1CC1C(CC)CC (stereo not drawn),105,103,111,92,109,94,97,101,101
COc1cc(/C=C/C(O)=C2/C(=O)CC(C)OC2=O)cc2c1OCO2 (stereo not drawn),101,99,111,95,102,95,151,124,118
COC(=O)C1(NC(=O)CNC(=O)OCc2ccccc2)CCCC1,105,95,105,100,105,93,100,97,95
COc1ccc(C2=NN3C(C2)c2ccccc2OC32CCN(C)CC2)cc1 (stereo not drawn),101,95,110,80,94,77,114,109,101
c1ccc(Cn2cc3c(c2-c2ccccc2)CCc2cncnc2-3)cc1,96,94,91,103,104,92,120,87,98
COc1ccc(NC(=O)c2ccc(NC3=C(c4ccc(Cl)cc4)C(=O)N(C)C3=O)cc2)cc1,70,86,89,74,79,59,69,99,79
O=C([C@@H]1C[C@@H]1c1ccc(S(F)(F)(F)(F)F)cc1)N1CCN(c2cc(Cl)ccc2C(F)(F)F)CC1,95,92,90,62,85,63,94,90,80
CCOc1ccc(OCC)c(NC(=O)OC(C)C)c1,98,112,.,100,102,90,.,85,112
Cc1cccc2nc3ccccc3c(Nc3ccc(NS(C)(=O)=O)cc3)c12,-27*,39,55,23,16,22,79,45,38
COc1ccc2c(c1OC)C(=O)OC2C1c2c(c(COC(=O)C(C)NC(=O)OC(C)(C)C)c3c(c2OC)OCO3)CCN1C (stereo not drawn),90,97,96,84,98,69,110,100,98
NCCC[C@@H](N)C[C@H]1O[C@@H](n2cnc3c(N)ncnc32)[C@H](O)[C@@H]1O,89[100 µM],97[100 µM],118[100 µM],84[100 µM],96[100 µM],76[100 µM],105[100 µM],103[100 µM],101[100 µM]
COc1ccc(Nc2nnc(-c3c[nH]c4ccccc34)o2)cc1,90,59,104,73,98,63,135,130,92
S=c1[nH]c2ccccc2[nH]c1=S,109&98,100&92,91&117,101&92,97&98,96&64,102&133,92&101,109&105
CN1CCN(Cc2ccc(C(=O)Nc3cncc(C#Cc4cnc5cccnn45)c3)cc2C(F)(F)F)CC1,26,48,50,14,65,21,83,11,57
CC(C)CCC[C@@H](C)[C@H]1CC[C@H]2[C@@H]3CC[C@@H]4C[C@@H](O)CC[C@]4(C)[C@H]3CC[C@]12C,101,95,105,86,105,83,142,135,82
Nc1ccc(CSc2ccccc2)cc1,101,82,96,82,94,73,92,92,74
O=C(Nc1ccc(CN2CCc3nc4cc(O)c(O)cc4cc32)cc1)c1cccc(Cl)c1Cl,98,97,130,96,105,64,.,122,101
Nc1cncnc1N,103,90,107,86,101,76,77,89,95
Nc1ccc(S(=O)(=O)O)c2cccc(S(=O)(=O)O)c12,110,103,.,.,108,91,113,109,104
CCOc1ccc(/C=C(\C#N)c2cc3ccccc3[nH]2)cc1,82,63,59,40,42,69,79,57,90
O=C1Nc2ccccc2/C1=N/N1CCCCCC1,106,96,115,98,106,79,117,120,101
CN(C)c1ccc(/C=N/Nc2ccc3nnc(-c4ccccc4)n3n2)cc1,78,93,85,68,75,81,92,107,82
CN1CCN(c2ccc(Nc3ncc(C(N)=O)c(NCCCNC(=O)C4CCC4)n3)cc2)CC1,62,36,20,35,67,40,40,137,90

# The closing two compounds of the part before come first, to join the parts.
SMILES,ACHN,SN12C,RXF 393,CAKI-1,U251,UO-31,TK-10,A498,786-0
CN(C)c1ccc(/C=N/Nc2ccc3nnc(-c4ccccc4)n3n2)cc1,78,93,85,68,75,81,92,107,82
CN1CCN(c2ccc(Nc3ncc(C(N)=O)c(NCCCNC(=O)C4CCC4)n3)cc2)CC1,62,36,20,35,67,40,40,137,90
COc1cc2ncnc(-n3ncc4cc(NC(=O)Nc5ccc(Cl)c(C)c5)ccc43)c2cc1OC,103,99,99,93,.,100,96,101,78
CCN(CC)S(=O)(=O)Oc1ccc2c(C)cc(=O)oc2c1,102,94,105,92,94,90,88,72,88
Nc1nonc1-c1nc2c(Cl)cccc2[nH]1,99,112,104,74,93,80,111,86,96
Cc1nc(SCC(=O)c2ccc(Cl)cc2)n(Nc2ccccc2)c1C,103,93,97,79,91,66,117,82,98
Cc1cc([N+](=O)[O-])c(C)cc1N,103,106,105,93,103,78,102,87,103
[O-][n+]1cccc2cccc(O)c21,101,98,112,100,111,58,108,86,105
Cc1cc(C)c(C#N)c(OCc2cc(C(C)(C)C)cc(C(C)(C)C)c2)n1,98,107,113,83,103,90,116,122,102
c1cnc2nc3c(cc2c1)oc1ncccc13,101,98,.,91,103,70,116,99,100
O=C(NS(=O)(=O)c1ccccc1)n1ccc2c(Cl)ccnc21,102,100,116,90,96,84,95,107,95
c1ccc2sc(SSN3CCOCC3)nc2c1,95,97,108,95,102,71,106,106,115
O=C(CCN1C(=O)/C(=C/c2ccc(Cl)cc2)SC1=S)Nc1ncc(Cc2ccccc2)s1,105,102,103,98,97,88,107,114,109
O=C(CCN1C(=O)/C(=C/c2ccccc2)SC1=S)NCCN1CCOCC1,93,89,110,89,100,76,103,113,103
Cc1ccccc1N=Nc1ccc(N=Nc2ccc(O)cc2O)c(C)c1,101,99,115,.,94,87,102,.,99
CCOC(=O)C1=C(N)N(c2ccc(Cl)cc2)C2=C(C(=O)CC(C)(C)C2)C1c1ccc(OC)cc1 (stereo not drawn),118,103,117,108,102,97,97,128,94
O=P(O)(O)c1ccccc1Cl,98,103,.,101,105,81,111,95,108
Cc1ccc(S(=O)(=O)Nn2c(COc3ccccc3)nc3ccccc3c2=O)cc1,95,90,105,85,100,76,139,97,105
C1CN(CSCN2CCOCC2)CCO1,98,105,137,.,98,85,102,98,100
CC(=O)c1ccc(Nc2nc(NCCO)nc(NCCO)n2)cc1,100,108,110,.,105,94,92,109,100
CCOC(=O)c1cc2c(n1C)-c1nc(OC)c(S(=O)(=O)c3ccccc3)cc1CCC2,69,84,97,67,87,52,87,77,80
COc1cc2c(cc1OC)C(c1ccc(N=Cc3ccc(N(C)C)cc3)cc1)N(C(=S)Nc1cc(Cl)ccc1Cl)CC2 (stereo not drawn),87,89,76,65,82,74,107,89,94
c1ccc2c(c1)Oc1cccnc1-n1nccc1-2,100,101,107,.,100,101,.,87,103
CC[C@@H](C(=O)[C@@H](C)[C@@H](O)[C@H](C)[C@@H]1O[C@@H]([C@@H](CC)C(=O)ONC(=O)c2ccccc2O)CC[C@@H]1C)C1O[C@]2(C=CC(=O)[C@]3(CC[C@@](C)([C@H]4CC[C@](O)(CC)[C@H](C)O4)O3)O2)[C@H](C)C[C@@H]1C (stereo partly drawn),50,24,35,39,32,37,76,36,62
Cc1ccc(S(=O)(=O)/C(C#N)=C/NC(=S)Nc2ccc(S(N)(=O)=O)cc2)cc1,105,111,102,100,92,95,107,102,110
COc1ccc(-c2cc(N)n(-c3nc4ccccc4[nH]3)n2)cc1,106,110,109,93,102,92,137,105,99
O=C1CCC2=C3C4CCCCC4C(=O)C4CCCC(OC2C1)C34 (stereo not drawn),-23*,14,-81*,-27*,4.3*,-44*,64,104,-9.6*

# Filtered by structure: those above containing a cyano group (4)
SMILES,ACHN,SN12C,RXF 393,CAKI-1,U251,UO-31,TK-10,A498,786-0
N#CC1=C(N)N2C(=S)N(c3ccccc3)C(=O)C2C1c1ccc(Cl)cc1 (stereo not drawn),99,83,101,93,93,80,89,91,103
CCOc1ccc(/C=C(\C#N)c2cc3ccccc3[nH]2)cc1,82,63,59,40,42,69,79,57,90
Cc1cc(C)c(C#N)c(OCc2cc(C(C)(C)C)cc(C(C)(C)C)c2)n1,98,107,113,83,103,90,116,122,102
Cc1ccc(S(=O)(=O)/C(C#N)=C/NC(=S)Nc2ccc(S(N)(=O)=O)cc2)cc1,105,111,102,100,92,95,107,102,110

# Next entries.
SMILES,ACHN,SN12C,RXF 393,CAKI-1,U251,UO-31,TK-10,A498,786-0
CCCCN1C(=O)/C(=c2\sc3n(c2=O)C2C(NN=3)N(CC)C(=O)N2CC)c2ccccc21 (stereo not drawn),24,19,-29*,18,5.8*,18,56,-2.2*,22
CN1CCCNCC1,102,103,99,115,103,83,105,110,99
O=C(c1ccc(Cl)cc1)C1C(c2ccccc2)C1[N+](=O)[O-] (stereo not drawn),111,104,106,99,90,75,95,86,99
CCC(CC)/C(C)=C(\C)C1CC1CCNS(=O)(=O)c1ccc(C)cc1 (stereo not drawn),109,101,121,68,103,87,104,109,87
N#Cc1c(-c2ccccc2)c(-c2ccccc2)n[nH]c1=O,102,83,96,82,67,72,76,70,67
Cc1c(C(=O)Nc2nc3ccccc3s2)cnn1-c1ccccc1Cl,94,89,88,79,59,76,89,64,72
C=C1CCC2C3(C)COC(c4c(OC)cccc4OC)OC3CCC2(C)C1C/C=C1/C(=O)OCC1O (stereo not drawn),66,28,-29*,172,35,46,51,102,90
COc1cc(NC(=O)CCSc2nc3ccc(C)cc3c(=O)n2Cc2ccccc2)cc(OC)c1OC,53,89,36,65,44,71,96,78,73
O=C1NC(=S)S/C1=C\c1ccccc1Br,89&96,88&91,114&114,85&103,93&99,78&74,96&102,98,93&99
O=C(NC1c2ccccc2Oc2ccccc21)OC1CCCCC1,62,.,61,63,58,72,73,91,39
Clc1nc2ccc(Br)cc2cc1Cn1nnc(Cc2ccccc2)n1,98,99,111,90,104,72,108,.,95
Nc1cc(N)[nH]c(=S)n1,118,99,127,96,99,93,95,104,.
CC(=O)Nc1c(C)ccc([N+](=O)[O-])c1C,108,104,98,95,107,96,107,120,105
COc1cc(C(=O)N2CCOCC2)cc(OC)c1OC,93&111,103&103,113&86,101&104,99&97,83&81,109&114,123&114,98&102
COc1cc2c(cc1OC)C(=O)/C(=C/c1cccc(OCC(=O)c3ccccc3)c1)C2,97,89,.,93,74,-19*,122,103,91
C/C(=C/c1ccccc1)C(=O)O,99,98,99,89,96,86,92,110,98
CC(C)CC(=O)NS(=O)(=O)c1ccccc1,111,102,108,92,100,92,109,113,98
COc1cc(C2C(C#N)=C(N)OC3=C2C(=O)c2ccccc2C3=O)cc(OC)c1OC (stereo not drawn),37,39,.,41,18,41,64,0.0*,36
C=CC(=O)OCCOCCCC,100,102,113,100,103,75,149,97,104
Cc1c(C(=O)/C(=C/O)N=Nc2ccc([N+](=O)[O-])cc2)nnn1-c1ccc(Cl)cc1,101,99,99,96,97,82,100,94,98
N=c1c2cc(-c3ccccc3)oc2ncn1NC(=O)c1ccccc1,106,93,90,81,100,88,112,107,97
CC(=O)c1cc([N+](=O)[O-])ccc1O,94,108,111,89,101,110,109,104,113
Cc1cccc(Cl)c1NC(=O)NCCCN1CCOCC1,106&101,102&99,112&112,98&140,105,94&91,100&111,100&108,95&96
CN(C)c1ccc(/C=C/C2NC(C(=O)Nc3ccc(-c4n[nH]c(=S)o4)cc3)CS2)cc1 (stereo not drawn),108,97,101,94,101,84,108,92,105
Cc1ccc(S(=O)(=O)NNC(=O)COc2ccc3c(C)c(Cc4ccccc4)c(=O)oc3c2C)cc1,106,98,110,.,101,80,94,94,102
CCOC(=O)c1c(C)oc2ncnc(N3CCN(C(=O)COc4ccccc4)CC3)c12,96,94,101,93,97,74,106,94,106

# Exported with two lines to a compound: entries from further up.
# Values run as follows: ACHN, SN12C, RXF 393, CAKI-1, U251, UO-31, TK-10, A498, 786-0
> NCCC[C@@H](N)C[C@H]1O[C@@H](n2cnc3c(N)ncnc32)[C@H](O)[C@@H]1O
    89[100 µM], 97[100 µM], 118[100 µM], 84[100 µM], 96[100 µM], 76[100 µM], 105[100 µM], 103[100 µM], 101[100 µM]
> Cc1ccc(S(=O)(=O)Nn2c(COc3ccccc3)nc3ccccc3c2=O)cc1
    95, 90, 105, 85, 100, 76, 139, 97, 105

# 3 structures out of the list, ordered by length of the SMILES, descending.
SMILES,ACHN,SN12C,RXF 393,CAKI-1,U251,UO-31,TK-10,A498,786-0
COc1cc2c(cc1OC)C(=O)/C(=C/c1cccc(OCC(=O)c3ccccc3)c1)C2,97,89,.,93,74,-19*,122,103,91
CC(=O)Nc1c(C)ccc([N+](=O)[O-])c1C,108,104,98,95,107,96,107,120,105
CN1CCCNCC1,102,103,99,115,103,83,105,110,99
